12-LOX inh = Primary qHTS assay for inhibitors of human arachidonate 12S-lipoxygenase (ALOX12): Round 2; purified 12hLO, xylenol orange hydroperoxide absorbance; Polyunsaturated fatty acid lipoxygenase ALOX12 (Homo sapiens), P18054; Potency, µM (doses to about 108 µM), inactives show at the highest dose activity change, negative = inhibition, actives largely listed as inhibitors; 1.1% of 580,000 active; also: % is scaled to controls: 0 for no effect and ±100 for the full control effect
Target sequence (P18054 whole entry, looked up): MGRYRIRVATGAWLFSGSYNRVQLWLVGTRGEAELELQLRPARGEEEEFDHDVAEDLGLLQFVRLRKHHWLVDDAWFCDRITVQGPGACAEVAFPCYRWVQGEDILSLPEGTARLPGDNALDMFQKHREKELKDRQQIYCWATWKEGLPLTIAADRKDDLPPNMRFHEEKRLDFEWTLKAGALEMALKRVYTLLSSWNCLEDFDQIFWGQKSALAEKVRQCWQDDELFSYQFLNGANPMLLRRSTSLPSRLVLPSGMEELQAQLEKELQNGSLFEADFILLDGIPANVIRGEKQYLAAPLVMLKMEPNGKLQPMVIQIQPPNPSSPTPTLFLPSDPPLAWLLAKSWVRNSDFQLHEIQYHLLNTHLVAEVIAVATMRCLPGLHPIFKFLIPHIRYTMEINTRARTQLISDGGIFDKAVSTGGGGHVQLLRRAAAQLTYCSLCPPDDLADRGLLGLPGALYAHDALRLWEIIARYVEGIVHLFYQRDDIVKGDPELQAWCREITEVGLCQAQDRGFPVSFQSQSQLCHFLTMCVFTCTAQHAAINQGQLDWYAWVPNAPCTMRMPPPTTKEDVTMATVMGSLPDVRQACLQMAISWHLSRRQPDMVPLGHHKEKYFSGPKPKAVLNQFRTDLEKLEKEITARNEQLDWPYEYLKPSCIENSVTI
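Purified human 12hLO (150 nM final) in 25 mM Hepes, 0.01% Triton X-100, pH 7.0 was preincubated 15 min at room temperature with compound. Then 40 uM arachidonic acid was added, 30 min. Hydroperoxide was read by Fe-XO absorbance ratio 573/405 nm.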
TrxR1 substrate = qHTS Assay for Substrates of Mammalian Selenoprotein Thioredoxin Reductase 1 (TrxR1): qHTS; purified TrxR1 substrate turnover, NADPH consumption readout; Potency, µM (doses to about 114 µM), inactives show at the top dose activity change, negative = substrate turnover; Thioredoxin reductase 1, cytoplasmic (Rattus norvegicus), O89049; 0.01% of 390,000 active; also: % is scaled to controls: 0 for no effect and ±100 for the full control effect; nearly all actives have a fitted effect of over 50% in size
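Rat TrxR1, dispensed at 90 nM, was prereduced with 400 uM NADPH (final) for 5 min at ~22 deg C, then incubated with compound 15 min before 400 uM selenite. A first-read NADPH fluorescence drop versus no-compound background flagged substrates.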
RGS4 inh = Inhibitors of Regulator of G Protein Signaling (RGS) 4: qHTS; 0.039% of 390,000 active; Potency, µM (top dose mostly 114 µM), without a hit: at the top dose activity change, negative = inhibition, hits mostly inhibitors; Transcreener GDP fluorescence polarization, RGS4-accelerated GTP hydrolysis; Regulator of G-protein signaling 4 (Homo sapiens), P49798; also: % is scaled to controls: 0 for no effect and ±100 for the full control effect; nearly all actives have a fitted effect of over 75% in size; some results filed as inactive show a strong effect at the top dose
Target sequence (P49798 whole entry, looked up): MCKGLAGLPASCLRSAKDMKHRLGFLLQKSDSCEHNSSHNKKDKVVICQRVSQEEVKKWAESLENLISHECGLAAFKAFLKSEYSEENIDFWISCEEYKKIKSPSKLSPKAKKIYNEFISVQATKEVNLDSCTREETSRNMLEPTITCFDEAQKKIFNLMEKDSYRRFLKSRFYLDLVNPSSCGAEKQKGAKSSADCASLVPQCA
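MLSMR compounds (23 nl, pin-transferred) preincubated 10 min at room temperature with a 500nM (2x) first reagent, then RGS4 at 900nM (2x) plus Transcreener GDP mix added; fluorescence polarization (620/688 nm) read before and after 90 min at 30 °C.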
Vif-A3G inh = qHTS for Inhibitors of Vif-A3G Interactions: qHTS; 0.076% of 410,000 active; DNA dC->dU-editing enzyme APOBEC-3G (Homo sapiens), Q9HC16; Potency, µM (titrated, usually from 46.1 µM), for the others: at the highest dose activity, negative = active, most hits filed as inhibitors; HeLa A3G-eYFP + Vif (tagged APOBEC3G with the HIV-1 protein that degrades it), YFP fluorescence, overnight;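 also: % is scaled to controls: 0 for no effect and ±100 for the full control effect; nearly all actives have a fitted effect of over 60% in size; hits raise eYFP signal because A3G escapes Vif-driven loss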
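Read-out is eYFP fluorescence (Ex 488/Em 500-530) from Vif-expressing HeLa A3G-eYFP cells; more signal means A3G escaped Vif-mediated degradation. Cells plated overnight, compound pinned in, incubated overnight at 37 deg C.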
TrxR1 inh = qHTS Assay for Inhibitors of Mammalian Selenoprotein Thioredoxin Reductase 1 (TrxR1): qHTS. 1% of 390,000 active. Potency, µM (top dose mostly 114 µM), inactives show at the highest dose activity change, negative = inhibition, usual class: inhibitors. recombinant rTrxR1, NADPH fluorescence consumption, selenite substrate; also: % is scaled to controls: 0 for no effect and ±100 for the full control effect; nearly all actives have a fitted effect of over 65% in size
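Rat TrxR1 (90 nM in the dispensed reagent) was pre-reduced with 400 uM NADPH for 5 min at room temperature, then incubated with compound for 15 min. After 400 uM selenite was added, NADPH fluorescence (Ex 340/Em 450 nm) was followed for 8 min.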
USP1-UAF1 inh = Inhibitors of USP1/UAF1: Primary Screen | Ubiquitin carboxyl-terminal hydrolase 1 (Homo sapiens), O94782 | recombinant USP1/UAF1, Ub-Rhodamine cleavage fluorescence | Potency, µM (top dose mostly 57.1 µM), inactives show at the top dose activity change, negative = inhibition, hits mostly inhibitors | 0.23% of 390,000 active; also: % is scaled to controls: 0 for no effect and ±100 for the full control effect; nearly all actives have a fitted effect of over 60% in size; inactives centre near -12
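Step one: compound is pinned into 1nM USP1/UAF1 in HEPES pH 7.8 buffer with TCEP. Step two: 15 min room-temperature incubation. Step three: Ub-Rho (150nM final) starts cleavage, tracked by fluorescence over six one-minute reads.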
mIDH1 inhibitor = qHTS for Inhibitors of mutant isocitrate dehydrogenase 1 (IDH1): qHTS; Isocitrate dehydrogenase [NADP] cytoplasmic (Homo sapiens), O75874; IDH1-R132H enzyme, NADPH consumption, diaphorase/resazurin fluorescence; Potency, µM (titrated, usually from 76.6 µM), without a hit: at the top dose activity change, negative = inhibition, hits mostly inhibitors; 0.093% of 390,000 active; AID 602179, 2012; also: % is scaled to controls: 0 for no effect and ±100 for the full control effect; nearly all actives have a fitted effect of over 65% in size
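IDH1-R132H (0.5 ug/mL) preincubated 30 min with compound, then NADPH (0.016 mM) and alpha-KG (2 mM) added; 80 min at RT, pH 7.5. Remaining NADPH coupled via diaphorase/resazurin to fluorescence (540/590 nm); concentration-response curves normalized to no-enzyme control.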
Vif-APOBEC3F blk = qHTS for Inhibitors of Vif-A3F Interactions: qHTS; Potency, µM (doses to about 46.1 µM), without a hit: top-dose activity, negative = active; 0.2% of 390,000 active; HeLa A3F-eYFP + Vif (tagged APOBEC3F with the HIV-1 protein that degrades it), YFP fluorescence increase; also: % of control where 0% means no effect; nearly all actives have a fitted effect of over 65% in size
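HeLa cells stably expressing Vif plus C-terminally eYFP-tagged A3F were seeded, incubated overnight at 37 deg C, dosed with compound, incubated overnight again at 37 deg C. Yellow fluorescence (Ex 488/Em 500-530) reported blocked Vif-mediated A3F-eYFP degradation.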
RXFP1 agonist = qHTS Assay for Agonists of the Relaxin Receptor RXFP1 | 0.3% of 370,000 active | Relaxin receptor 1 (Homo sapiens), Q9HBX9 | Potency, µM (doses to about 57.5 µM), for inactives: at the highest dose activation, actives largely listed as activators | HEK293T-RXFP1 cAMP TR-FRET, 30 min; response scale: percent of porcine relaxin response, buffer zero; also: % is scaled to controls: 0 for no effect and ±100 for the full control effect; nearly all actives have a fitted effect of over 60% in size; many of its hits are not listed in these tables
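HEK293 cells stably expressing RXFP1, treated 30 min at 37C with compounds plus PDE4 inhibitor Ro 20174; cAMP measured by HTRF TR-FRET. Normalized to buffer and 29 nM porcine relaxin; EC50 by Hill fit.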
An asterisk follows results filed as active; ? = inconclusive; / = no result given; [ ] = dose if it differs, or a comment. Calls follow the shape of the dose curve; as a rule, active = well fitted curve in the direction sought with a large enough effect; inconclusive = small, poorly fitted or top-dose-only effect, or another doubt; inactive = no such curve, though single readings can be large; an effect the other way counts as inactive or inconclusive. Potency is read from the fitted curve at half-maximal effect. Not all compounds are listed. The share of hits here may be higher or lower than overall.

SMILES | 12-LOX inh | TrxR1 substrate | RGS4 inh | Vif-A3G inh | TrxR1 inh | USP1-UAF1 inh | mIDH1 inhibitor | Vif-APOBEC3F blk | RXFP1 agonist
O=C(Nc1ccc(Br)cc1)c1cc(-c2cccs2)on1 | -13% | 7% | 19% | -3% | 23% | -12% | 0% | 0% | 4.7%
OCC1(Cc2ccccc2)CCN(Cc2cnc(-c3ccc(Cl)cc3)nc2)CC1 | ? | 7%[57.1 µM] | -26% | 0% | 9%[57.1 µM] | -24% | 7% | 3% | 1.5%
CCc1ccccc1NC(=O)CN1C(=O)COc2ccc(S(=O)(=O)N3CCCCCC3)cc21 | 0% | 5% | -5% | -6% | 14% | -23% | 3% | 4% | 1.1%
c1ccc2c3c(c(CN4CCCC4)cc2c1)COC3 | 0% | -11% | 10% | -7% | -16% | 4% | 0% | 13% | 0.4%
CSc1ccc(CCNC(=O)c2cc(C)nc3c2c(C)nn3-c2ccccc2)cc1 | -39% | 26% | -27% | 0% | 1% | -9% | -18% | 4% | -0.6%
O=C1CCC(C(=O)N(Cc2cccs2)C2(C(=O)NC3CCCCC3)CCCCC2)N1 (configuration not stated) | 1% | 5% | -9% | 0% | 12%[57.1 µM] | -10% | 5% | 5% | -4.1%
COc1cc(C(=O)N(CCN(C)C)CC2CCCN(Cc3ccccc3F)C2)ccc1C (configuration not stated) | 0% | 4% | -26% | 0% | 20% | -21% | 16% | 6% | -0.9%
Cc1ccc2c(c1)C(c1ccc(F)cc1)N(C(=O)c1ccc(S(=O)(=O)N(C)C)cc1)CC(=O)N2 (configuration not stated) | / | -2% | 46% | 0% | 21% | -10% | -3% | 3% | 2.9%
O=C(Cc1cccs1)Nc1ccccc1C(=O)O | -14% | 11%[57.1 µM] | -14% | 1% | 17%[57.1 µM] | 3% | 3% | 6% | 0.4%
Cc1cc(C(=O)OCC(=O)N2CCOCC2)c2ccccc2n1 | ? | 5% | ? | -3% | 2% | -2% | 2% | / | 0.2%
O=C(NC1CCCC1)C(Cc1ccccc1)n1cccc1 (configuration not stated) | 18% | 5%[57.1 µM] | 16% | 2% | 12%[57.1 µM] | -10% | 15% | -2% | 1.1%
O=C(Cc1ccccc1)Nc1nc(-c2cccs2)cs1 | 0% | -8% | 21% | -1% | -12% | -18% | 0% | -9% | -0.8%
CCC1CCCCN1C(=O)CSc1nc2c(c(=O)n(C)c(=O)n2C)n1C (configuration not stated) | ? | 4% | 8% | -9% | 22% | -14% | 5% | 7% | ?
O=C(COC(=O)/C=C/c1cccc(C(F)(F)F)c1)NCc1ccccc1 | -6% | 1% | 1% | -1% | 14% | -9% | 2% | -11% | 3.1%
COc1ccc(NC(=O)CC2NCCNC2=O)c(OC)c1 (configuration not stated) | -2% | 13%[11.4 µM] | -31% | 2% | 5% | -14% | -9% | 2% | -0.2%
Cc1ccc(C)c(S(=O)(=O)NCC(=O)Nc2sc3c(c2C(N)=O)CCC(C)C3)c1 (configuration not stated) | -9% | 16%[57.1 µM] | -43% | -14% | 19%[57.1 µM] | -4% | 2% | 0% | 3.3%
O=C(CCCc1ccccc1)Nc1cccc([N+](=O)[O-])c1 | 0% | -2% | -1% | -5% | 13% | -13% | 3% | -4% | -2.1%
c1ccc(CSc2nnc(-c3ccccn3)n2-c2ccccc2)cc1 | 2% | -9% | -11% | 2% | -10% | -9% | 0% | -3% | -0.5%
O=C(CCN1CCCCC1)c1ccc2c(c1)OCCO2 | -30% | 21% | ? | -13% | 0.32µM* | -4% | 2% | -4% | -0.4%
O=C(Nc1ccc2oc(-c3ccncc3)nc2c1)c1cccs1 | -29% | 16%[57.1 µM] | -50% | 2% | -10%[57.1 µM] | -23% | 4% | -2% | 0.4%

Sorted by SMILES length (largest number first): part of the list above
SMILES | 12-LOX inh | TrxR1 substrate | RGS4 inh | Vif-A3G inh | TrxR1 inh | USP1-UAF1 inh | mIDH1 inhibitor | Vif-APOBEC3F blk | RXFP1 agonist
O=C(Nc1ccc2oc(-c3ccncc3)nc2c1)c1cccs1 | -29% | 16%[57.1 µM] | -50% | 2% | -10%[57.1 µM] | -23% | 4% | -2% | 0.4%
O=C(Cc1ccccc1)Nc1nc(-c2cccs2)cs1 | 0% | -8% | 21% | -1% | -12% | -18% | 0% | -9% | -0.8%
O=C(CCN1CCCCC1)c1ccc2c(c1)OCCO2 | -30% | 21% | ? | -13% | 0.32µM* | -4% | 2% | -4% | -0.4%

Records listed so far that bear a hit mark in TrxR1 inh:
| SMILES | 12-LOX inh | TrxR1 substrate | RGS4 inh | Vif-A3G inh | TrxR1 inh | USP1-UAF1 inh |
| --- | --- | --- | --- | --- | --- | --- |
| O=C(CCN1CCCCC1)c1ccc2c(c1)OCCO2 | -30% | 21% | ? | -13% | 0.32µM* | -4% |

Next part
SMILES | 12-LOX inh | TrxR1 substrate | RGS4 inh | Vif-A3G inh | TrxR1 inh | USP1-UAF1 inh | mIDH1 inhibitor | Vif-APOBEC3F blk | RXFP1 agonist
CSc1ccc(CN2CCC(Cc3ccccc3)CC2)cc1 | 1.6µM* | -5% | -1% | 0% | 24% | -21% | 11% | 9% | 0.2%
O=C(Nc1ccc(F)cc1F)c1csc(-c2ccccc2)n1 | 0% | 17% | -20% | 1% | 25% | -8% | 12% | 1% | 0.9%
COc1ccc(-c2cnc(NCc3ccc(C)cc3)n2C)cc1 | ? | 8%[11.4 µM] | 15% | -2% | -7% | -9% | 3% | -10% | -2.0%
NC(=O)c1ccccc1OCc1nnc(-c2ccccc2Br)o1 | -25% | 0% | -2% | -1% | 13% | -8% | -9% | -10% | -1.7%
CCOC(=O)C1CN(S(=O)(=O)c2ccccc2)c2cc(S(=O)(=O)CC)ccc2O1 (configuration not stated) | 0% | -3% | -48% | 0% | 3% | -7% | 4% | 1% | -2.7%
O=C(COc1ccc(Cl)cc1Br)Nc1nnc(C2CC2)s1 | -10% | -2% | 10% | -1% | 16% | -13% | -3% | 2% | -1.0%
COCCC(=O)N1CCC(Oc2ccc(C(=O)NC(C)CCn3cccn3)cc2)CC1 (configuration not stated) | 1% | 2% | -2% | -1% | 6% | -5% | 1% | 1% | 0.4%
O=C(CSCC(=O)Nc1cccc2ccccc12)Nc1cccc2ccccc12 | 48%[activator] | 3% | -11% | ? | 20% | -4% | 2% | -27% | 0.0%
Cc1ccc(NC(=O)c2cccs2)cc1NC(=O)c1cccc(F)c1 | ? | -2% | -7% | -10% | 33% | -19% | -3% | 5% | -0.3%
O=C(O)c1ccccc1C(=O)c1ccc(Oc2ccccc2)cc1 | 9% | -6% | 26% | -4% | -5% | -13% | -1% | 5% | -2.2%
O=C(Nc1cccc(C(F)(F)F)c1)c1cc2c(=O)c3ccccc3oc2nc1C(F)(F)F | ? | 0%[57.1 µM] | 20% | 0% | 10%[57.1 µM] | -10% | -10% | 3% | 0.6%
Cc1sc(NC(=O)CCCC(=O)O)c(C#N)c1C | -6% | -9% | -34% | 0% | -5% | -15% | 0% | 1% | 0.6%
CCC1(CC)SC(N)=NC1=O | -29% | 3%[57.1 µM] | -27% | 1% | -2%[57.1 µM] | 6% | 5% | -18% | /
Cc1noc(C)c1S(=O)(=O)N1CCCC(C(=O)c2cccc(OC(C)C)c2)C1 (configuration not stated) | 10% | 7%[57.1 µM] | -2% | 0% | 8%[57.1 µM] | -22% | 17% | -1% | 1.1%
CCN1CCN(CCCNC(=O)CCc2nc(-c3ccc(OC)cc3)no2)CC1 | -7% | 1% | 12% | -1% | 10% | -16% | -7% | -18% | 3.5%
CC(=O)Nc1ccc(S(=O)(=O)NCc2cccn2Cc2cccc(C)c2)cc1 | ? | 4%[57.1 µM] | 7% | 1% | 6%[57.1 µM] | -8% | -10% | 2% | 2.4%
CCCCn1nc2cc(C(=O)NCCCCc3ccccc3)ccc2c1OCC | -9% | 29% | -4% | -6% | 9% | -11% | 8% | 0% | 3.4%
O=C(NCc1ccco1)C(c1ccccc1)N(CC1CCCO1)C(=O)Cn1nnc2ccccc21 (configuration not stated) | 0% | 4% | -2% | -3% | -12% | 0% | -1% | -18% | -0.7%
Cc1ccc(C)n1NC(=O)c1ccco1 | 0% | -6% | 1% | -3% | ? | 7% | -2% | -4% | 1.0%
COc1nc(Nc2cccc(C)c2)nc(N2CCCCC2)n1 | ? | 1% | -13% | 0% | 7% | -28% | 4% | -15% | 1.4%
COc1cccc(-c2coc3c(C)c4oc(=O)c(CC(=O)O)c(C)c4cc23)c1 | -23% | 3%[57.1 µM] | -7% | 2% | 3%[57.1 µM] | ? | -4% | -1% | 6.8%
O=C(c1ccc(CSc2nc3ccncc3[nH]2)cc1)N1CCCCC1 | ? | 6% | 9% | 3% | 14% | ? | 3% | 6% | 4.8%

Screening data as filed in PubChem.
